From PubChem
Kir21 block – blocks the mouse Kir2.1 inward-rectifier potassium channel. P35561. HEK293-Kir2.1, FluxOR thallium flux fluorescence; hits give low values. B-score at 10 µM. 310,000 compounds, 0.85% hits. AID 1672;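 active means fluorescence ratio B-score at or below minus 3 SD of library scores, with starting-brightness B-score within 2 SD, cut at about -4.2 in these data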;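 further: channel flux triggered by added potassium and thallium sulfate stimulus; B-score of peak minus minimum fluorescence over baseline after thallium stimulus; more negative B-score means stronger Kir2.1 block with less thallium influx; some compounds called inactive have numbers as strong as hits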
STK33 kinase inh – human STK33 kinase inhibition; Q9BYT3; purified STK33, MBP phosphorylation, ADP-Glo luminescence; inhibition, % at 10 µM; 320,000 compounds, 0.073% hits; AID 2661;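 active means inhibition at or above 25%, using the most active replicate where run in duplicate; inactive means inhibition below 25%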
KCNQ2 block – KCNQ2 channel blockers in CHO-K1 cells – cell-based, FluxOR thallium flux, B-score, primary screen (AID 2156); O88943; 20 min; hits give low values; B-score at 10 µM; 310,000 compounds, 1.1% hits;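 active means fluorescence ratio B-score at most minus 3 library SDs, with starting brightness B-score within 2 library SDs, cut at about -5.5 in these data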
Target sequence (O88943 whole entry, looked up): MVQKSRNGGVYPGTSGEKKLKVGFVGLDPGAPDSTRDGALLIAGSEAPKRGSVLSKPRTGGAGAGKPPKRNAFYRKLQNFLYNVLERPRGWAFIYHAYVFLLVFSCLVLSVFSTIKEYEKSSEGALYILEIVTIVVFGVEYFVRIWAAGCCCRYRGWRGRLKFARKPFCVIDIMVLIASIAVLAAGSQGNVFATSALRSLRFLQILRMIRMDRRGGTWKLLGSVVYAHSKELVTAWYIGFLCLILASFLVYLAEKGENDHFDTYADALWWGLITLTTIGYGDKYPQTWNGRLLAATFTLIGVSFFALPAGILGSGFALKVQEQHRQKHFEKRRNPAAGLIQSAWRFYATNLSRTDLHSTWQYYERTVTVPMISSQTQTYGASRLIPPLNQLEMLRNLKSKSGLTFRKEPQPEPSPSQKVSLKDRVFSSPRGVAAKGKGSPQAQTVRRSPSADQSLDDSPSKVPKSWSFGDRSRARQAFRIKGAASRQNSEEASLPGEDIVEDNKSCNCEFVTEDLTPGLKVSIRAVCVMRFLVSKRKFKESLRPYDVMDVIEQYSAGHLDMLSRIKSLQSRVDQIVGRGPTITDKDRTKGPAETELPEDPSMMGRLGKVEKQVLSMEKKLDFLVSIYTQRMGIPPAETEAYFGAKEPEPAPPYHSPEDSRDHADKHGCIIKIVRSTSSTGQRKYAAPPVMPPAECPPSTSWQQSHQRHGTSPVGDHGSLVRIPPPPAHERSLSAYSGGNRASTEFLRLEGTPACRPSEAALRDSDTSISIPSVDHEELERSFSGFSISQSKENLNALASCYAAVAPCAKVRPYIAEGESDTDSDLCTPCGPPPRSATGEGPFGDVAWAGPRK
* = called active by the depositor; i = inactive; / = not tested or not shown. Compounds were not picked by outcome, and some 1.9% of all compounds hit somewhere here.

SMILES	Kir21 block	STK33 kinase inh	KCNQ2 block
Cc1cc(NS(=O)(=O)c2c(C)[nH]c(=O)[nH]c2=O)ccc1Br	0.27	-0.1	i
CCCOC(=O)CCCC[C@H]1SC[C@@H](NC(=O)OC)[C@H]1NC(=O)OC	0.11	6.9	i
Oc1ccccc1N1CCN(c2ncccn2)CC1	-0.96	-1.6	i
CCOC(=O)c1cn(CC(=O)Nc2ccc(OC)cc2OC)nn1	-2	-1.6	i
COc1cc2c(C(=O)N3CCN(c4ccccc4)CC3)c(C)oc2cc1Br	-0.04	0.6	-7.4*
COc1ccc(CN2C(=O)[C@@H]3C(c4ccccc4Cl)=NO[C@@H]3C2=O)cc1	1.5	-3.4	i
O=C(Nc1cccc(-c2cnc3ccccc3n2)c1)c1ccc(Cl)cc1	1.2	2.1	i
CCN(CC(=O)NCc1ccc(Cl)cc1)C(=O)CSCC(=O)Nc1cccc(C)c1	0	-0.8	i
C(=C\c1ccccn1)/c1cccnc1	-0.33	/	i
COc1cccc(/C=C(\C#N)C(=O)NC2CCS(=O)(=O)C2)c1 (stereo not given)	0.91	-0.5	i
CC1CCCN(C(=O)CCCNC(=O)c2ccc(Cl)cc2)C1 (stereo not given)	0.29	-0.9	i
CCCOc1ccc(C(=O)NNC(=O)CCNC(=O)c2ccco2)cc1OC	-0.01	1.7	i
COc1ccc(OC)c(C(=O)c2coc3ccc(O)cc23)c1	-3	-0.6	i
CN1CCN(CCOC2Cc3ccccc3Sc3ccc(Cl)cc32)CC1 (stereo not given)	-10*	1.0	i
Cc1cccc(NNC(=S)Nc2c(C)cccc2C)c1	-0.33	-0.4	i
NNC(=S)Nc1ccc(OC(F)(F)F)cc1	-1.9	-1.3	i
O=S(=O)(Nc1ccc(Br)cc1)c1cccc(NC(=S)NCCN2CCOCC2)c1	1.4	-1.3	i
CCOc1ccccc1Oc1coc2cc(OC(=O)c3ccco3)ccc2c1=O	-0.84	1.2	i
COc1ccccc1/C=C/C=N/n1c(-c2cc(-c3ccccc3)n[nH]2)n[nH]c1=S	1.6	-2.2	i
CCCNS(=O)(=O)c1ccc(OCC(=O)Nc2ccccc2F)cc1	0.46	/	i
O=C(Nc1ccc(N2CCOCC2)cc1N1CCOCC1)c1ccc([N+](=O)[O-])cc1Cl	0.31	-0.8	i
COCc1nc2oc3ccccc3c(=O)c2cc1C(=O)OC	-2.2	-0.6	i
Cc1nnc(NC(=O)c2ccc(S(=O)(=O)N3CCc4ccccc4C3)cc2)o1	-1.4	-0.6	i
O=C(c1cc(-c2ccccc2)on1)N1CCCc2ccccc21	-0.09	0.2	i
c1ccc2c(c1)CC/C2=N/Nc1nc2ccccc2[nH]1	0.45	20	i
(list continues)
SMILES	Kir21 block	STK33 kinase inh	KCNQ2 block
CCCc1nc(SCc2ccccn2)c2c(=O)n(C)c(=O)n(C)c2n1	0.1	-1.0	i
CCS(=O)(=O)N1CCN(C(C)CCc2ccccc2)CC1 (stereo not given)	0.27	-0.9	i
CCc1ccc(CN(C)C(=O)c2ccc3c(c2)OCCO3)cc1	-0.92	0.3	i
COc1ccc(Cl)cc1NC(=O)NC(C)c1ccncc1 (stereo not given)	-0.71	-0.9	i
NC(=O)CC(NC(=S)NCc1ccccc1)C(=O)O (stereo not given)	1	0.1	i
COc1ccc(CSCC(=O)N/N=C/c2ccccc2OCc2ccccc2)cc1	0.24	-1.0	i
O=C(NCc1cccnc1)c1cc(Cl)ccc1[N+](=O)[O-]	1.6	0.2	i
COc1ccc(N(C(=O)Cn2cnc3ccccc32)C(C(=O)NC2CCCCC2)c2ccccc2)cc1 (stereo not given)	0.19	0.2	i
O=C1CCCC2=C1C(c1cccc(Br)c1)n1nc(-c3ccco3)nc1N2 (stereo not given)	-0.47	/	i
COCCN1CCN(c2c3c(nc4cc(-c5cccc(F)c5)nn24)CCC3)CC1	1.3	0.6	i
Cc1ccc2c(c1)N(CC(=O)N1CCC(O)CC1)C(=O)CO2	0.82	/	i
CC(C)C[C@H](NC(=O)c1nc[nH]c1C(=O)N(C)Cc1ccccc1)C(=O)OC(C)(C)C	-1.6	-1.0	i
O=C(c1cccc(N2CCCC2=O)c1)N1CCN(c2ccc(F)cc2)CC1	1.1	0.9	i
CC1CC(CCC(=O)NC(=S)Nc2ccc(S(N)(=O)=O)cc2)C(=O)O1 (stereo not given)	0.55	0.3	i
CN(C)S(=O)(=O)c1ccc(NC(=O)COc2ncnc3sccc23)cc1	0.88	1.1	i
COc1ccccc1NCC(=O)n1nc(C)cc1C	-0.67	/	i
NNC(=O)c1nc(-c2cccc(-n3cccc3)c2)no1	0.7	-2.4	i
OCC[C@H]1C[C@@H](O)[C@H](O)[C@@]2(CCCCO2)O1	1.8	-0.2	i
Cc1cccc(N2C(=O)C(Cl)=C(N3CCOCC3)C2=O)c1	-1.6	0.6	i
CC(=O)c1c(C)nc(-c2ccc3c(c2)OCO3)n1O	-1.2	0.9	i
COCC(=O)Nc1ccc(C(N)=O)cc1	-3.3	-2.2	i
CC1=CC(C)(C)NC(=S)N1c1cccc2ccccc12	-2.3	0.0	i
Cc1nc(CSc2ccc(Cl)cc2)cc(N2CCOCC2)n1	-2	-1.0	i
CC1CCCCN1S(=O)(=O)c1cccc(S(=O)(=O)N2CCOCC2)c1 (stereo not given)	-0.06	-1.7	i
COc1ccc(-c2nn(-c3ccccc3)cc2/C=N/N2C(=O)CSC2=S)cc1	-1.5	0.2	i
Next results.
SMILES	Kir21 block	STK33 kinase inh	KCNQ2 block
COC(=O)c1[nH]c(C)c(/C(O)=C2\C(=O)C(=O)N(CCN3CCOCC3)C2c2cccnc2)c1C (stereo not given)	0.81	-1.7	i
C#CCn1c(=NC(=O)c2cccs2)sc2cccc(OCC)c21	0.47	0.8	i
O=C(NC1(C(F)(F)F)N=C2SCCN2C1=O)C1CCCCC1 (stereo not given)	-0.26	1.0	i
CCOc1ccc(NC2c3ccccc3C(=O)N2c2ccc(Cl)cn2)cc1 (stereo not given)	-1.4	-0.1	i
CCC(=O)Nc1cnc(NC(=O)c2cccc(F)c2)cc1C	0.03	0.1	i
Cc1cc(-c2n[nH]c(=S)n2-c2ccc(F)cc2)nn1C	-0.94	-2.8	-6.3*
CCOC(=O)c1c[nH]n2c(=O)cc(C)nc12	-1.7	-0.4	i
COc1ccc(CCN2C(=O)C3CC(C)=C(C)CC3C2=O)cc1OC (stereo not given)	1.4	0.3	i
COc1ccc(S(=O)(=O)NCC(c2cccnc2)N2CCN(c3ccccc3)CC2)cc1C (stereo not given)	0.22	-1.3	i
COc1ccc(C2c3c(ncn(CCCO)c3=N)Oc3ccc4ccccc4c32)cc1 (stereo not given)	-3	0.8	i
Cc1c(C(=O)O)sc2c1c(=O)n(Cc1ccccc1)c(=O)n2C	1.1	0.3	i
CCc1ccc(NC(=O)CSc2nc3ccccc3nc2N2CCCCC2)cc1	-0.56	-1.9	i
CCOc1ccc(N2C(=O)CC(N3CCC(O)(c4ccc(Br)cc4)CC3)C2=O)cc1 (stereo not given)	0.55	-1.3	i
Brc1ccc(-c2c[n+]3c(n2-c2ccccc2)SCC3)cc1	-0.71	-1.3	i
CC(=O)[C@@]1(O)[C@H](C)CC2C3CC=C4CC(OP(=O)(O)O)CC[C@]4(C)C3CC[C@@]21C (stereo not given in full)	0.67	-0.2	i
Cc1ccccc1OCC(=O)Nc1ccc(C)c(S(=O)(=O)N2CCCCCC2)c1	-2	/	-6.1*
COc1ccc(CCC(=O)N(C)CC(=O)Nc2cc(C)ccc2C)cc1	-0.77	-0.1	i
O=C(NC(Cc1c[nH]c2ccccc12)C(=O)O)c1ccc2c(c1)OCO2 (stereo not given)	0.02	-0.5	i
Cc1nnc2n(c1=O)N=C(c1ccc(Cl)cc1)CS2	-0.1	-2.0	i
COc1ccc(C2CC(=O)c3cnc(N4CCc5ccccc54)nc3C2)cc1OC (stereo not given)	-0.11	-1.3	i
COc1ccc(C(=O)COC(=O)c2ccco2)cc1	2	1.0	i
Cc1ccccc1C(=O)N1CCN=C1SCc1ccc([N+](=O)[O-])cc1	-0.07	/	i
O=C(Nc1ccc(F)cc1)Nc1ccc2c(c1)CCC2	-0.59	-1.4	i
O=C(NC1=NCCS1)c1cccs1	-0.16	-1.7	i
CC(=O)C1=C(O)CCC1=N	-1.1	-1.4	i
The results go on.
SMILES	Kir21 block	STK33 kinase inh	KCNQ2 block
COc1ccc(/C=C(/NC(=O)c2ccco2)C(=O)N2CCc3ccccc32)cc1OC	1.6	0.5	i
O=C(O)c1ccc(N2C(=O)CC(N3CCC(c4nc5ccccc5[nH]4)CC3)C2=O)cc1 (stereo not given)	0.5	0.0	i
CC1=CN2C(=N)/C(=C\c3cn(CCCOc4ccccc4)c4ccccc34)C(=O)N=C2S1	0.05	-2.2	i
Cc1ccc(S(=O)(=O)N(CCO)c2cc3c(s2)CCCC3)cc1	-1.4	1.3	i
O=C(CSc1nnc(COc2ccccc2)o1)N1CCCCC1	2.3	-0.1	i
O=C(Cc1ccccc1)Nc1cc2c(cc1Cl)OCCCO2	2.1	-0.8	i
CNC(=O)c1sc(-c2ccccn2)nc1C	-0.06	0.7	i
COC(=O)Cn1c2ccc(F)cc2c2nc(C)sc21	0.99	0.1	i
COc1ccc(CCNC(=O)c2ccc(-c3ccc([N+](=O)[O-])cc3Cl)o2)cc1OC	-0.28	-2.4	i
O=C(CN1CCC(NC(=O)c2ccccc2)CC1)NCc1ccccc1F	0.62	-0.1	i
Cc1c(NC(=O)c2ccc(COc3ccc4ccccc4c3)o2)c(=O)n(-c2ccccc2)n1C	0.88	-2.3	i
Cc1ccc[n+](CC(=O)Nc2ccc(N(C)C)cc2)c1	-0.57	4.7	i
O=C1c2ccccc2S(=O)(=O)c2cc(C(=O)N3CCC(N4CCCC4)CC3)ccc21	-0.89	2.8	i
Cc1[nH]nc2c1C1(CCOC1C)C(C#N)=C(N)O2 (stereo not given)	-1.2	-0.3	i
COc1ccc(NC(=O)CSc2nc3ccc(OC)cc3[nH]2)cc1	0.36	-1.9	i
FC(F)(F)c1ccccc1CN1CCN(C2CCCCCC2)CC1	-1.4	-2.4	i
CS(=O)(=O)N(CC(=O)N1CCc2ccccc2C1)c1ccc(Cl)cc1F	0.34	-0.5	i
COc1ccc(N(C(=O)C(C)C)S(=O)(=O)c2cccc3cccnc23)cc1	-0.84	-3.3	i
O=C(O)CCC(=O)N1CCN(c2ccccn2)CC1	1.9	-0.1	i
CC(C)c1nnc(NC(=O)CCC(=O)NCc2ccc3c(c2)OCO3)s1	0.23	-0.3	i
CC(C(=O)NC1CCCCC1)N(Cc1ccccc1)C(=O)c1snc(C(N)=O)c1N (stereo not given)	0.15	-1.1	i
COCCNC(=O)CSc1ccc(C)cc1	0.04	-0.1	i
O=C(CN(C(=O)CCC(=O)Nc1nccs1)c1cccc(F)c1)NCc1ccccc1	-0.05	0.0	i
CCNC(=O)n1nccc1C(C)Oc1ccc(Cl)cc1 (stereo not given)	1	-2.3	i
CC(C)NC(=O)c1ccc(CSCc2ccccc2Cl)o1	-1.5	0.9	i

Individual results from the list.
Kir21 block with O=C(CN1CCC(NC(=O)c2ccccc2)CC1)NCc1ccccc1F reads 0.62
Kir21 block with COC(=O)Cn1c2ccc(F)cc2c2nc(C)sc21 reads 0.99

Going on with the list:
SMILES	Kir21 block	STK33 kinase inh	KCNQ2 block
CC(=O)c1cccc(NC(=O)CCc2nc3sc4c(c3c(=O)[nH]2)CCCC4)c1	-0.47	-2.6	i
C=CCn1c(SCc2cc(C(=O)OC)c(C)o2)nnc1-c1ccncc1	-0.32	-3.1	i
CCCC(=O)Nc1c2c(nn1-c1ccc(F)cc1)CS(=O)(=O)C2	1.8	-0.2	i
Nc1cccc(-c2nnc3n2CCCCC3)c1	0.91	-2.1	i
Cc1cc2oc(C(=O)Nc3ccc(S(=O)(=O)Nc4nccs4)cc3)cc(=O)c2cc1Cl	0.61	-2.3	i
Fc1ccc(NC(=S)N2CCN(c3ccccn3)CC2)cc1Cl	-1.7	-0.2	i
CCc1nnc(NC(=O)/C=C/c2ccc(C)o2)s1	-1.2	-2.6	i
Cc1c(-c2n[nH]c(=S)n2-c2ccc(Br)cc2)nnn1-c1ccc(Cl)cc1	-0.51	/	i
CC(=O)c1ccc(C(=O)Nc2ccc3c(c2)C(=O)NC3=O)cc1	0.02	-0.5	i
CCCOC(=O)C(C)Sc1n[nH]c(=O)[nH]c1=O (stereo not given)	-0.65	-1.3	i

In the list so far, these have a furan ring, fused or not.
SMILES	Kir21 block	STK33 kinase inh	KCNQ2 block
COc1cc2c(C(=O)N3CCN(c4ccccc4)CC3)c(C)oc2cc1Br	-0.04	0.6	-7.4*
CCCOc1ccc(C(=O)NNC(=O)CCNC(=O)c2ccco2)cc1OC	-0.01	1.7	i
COc1ccc(OC)c(C(=O)c2coc3ccc(O)cc23)c1	-3	-0.6	i
CCOc1ccccc1Oc1coc2cc(OC(=O)c3ccco3)ccc2c1=O	-0.84	1.2	i
O=C1CCCC2=C1C(c1cccc(Br)c1)n1nc(-c3ccco3)nc1N2 (stereo not given)	-0.47	/	i
COc1ccc(C(=O)COC(=O)c2ccco2)cc1	2	1.0	i
COc1ccc(/C=C(/NC(=O)c2ccco2)C(=O)N2CCc3ccccc32)cc1OC	1.6	0.5	i
COc1ccc(CCNC(=O)c2ccc(-c3ccc([N+](=O)[O-])cc3Cl)o2)cc1OC	-0.28	-2.4	i
Cc1c(NC(=O)c2ccc(COc3ccc4ccccc4c3)o2)c(=O)n(-c2ccccc2)n1C	0.88	-2.3	i
CC(C)NC(=O)c1ccc(CSCc2ccccc2Cl)o1	-1.5	0.9	i
C=CCn1c(SCc2cc(C(=O)OC)c(C)o2)nnc1-c1ccncc1	-0.32	-3.1	i
CCc1nnc(NC(=O)/C=C/c2ccc(C)o2)s1	-1.2	-2.6	i
